From PubChem
UGM FP inh = M. tuberculosis UGM enzyme inhibitors, primary screen, biochemical, fluorescence polarization, single point. 0.06% of 320,000 active. purified UGM, fluorescence polarization probe displacement. inhibition, % at 10 µM; in the data active = inhibition above about 10%, passing the limit was not always enough; inconclusive = no clear call, values can overlap the other calls
Rv3671c protease = Rv3671c serine protease inhibitors, primary screen, biochemical, fluorescence polarization, M. tuberculosis H37Rv; P9WHR9; inhibition, % at 5.96 µM; 0.048% of 320,000 active; AID 2606, 2010; in the data active = inhibition above about 38%;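 note: extracellular domain of Rv3671c used as enzyme; 0% = enzyme with DMSO and 100% = no enzyme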
Target sequence (P9WHR9 whole entry, looked up, the tested form may be a part): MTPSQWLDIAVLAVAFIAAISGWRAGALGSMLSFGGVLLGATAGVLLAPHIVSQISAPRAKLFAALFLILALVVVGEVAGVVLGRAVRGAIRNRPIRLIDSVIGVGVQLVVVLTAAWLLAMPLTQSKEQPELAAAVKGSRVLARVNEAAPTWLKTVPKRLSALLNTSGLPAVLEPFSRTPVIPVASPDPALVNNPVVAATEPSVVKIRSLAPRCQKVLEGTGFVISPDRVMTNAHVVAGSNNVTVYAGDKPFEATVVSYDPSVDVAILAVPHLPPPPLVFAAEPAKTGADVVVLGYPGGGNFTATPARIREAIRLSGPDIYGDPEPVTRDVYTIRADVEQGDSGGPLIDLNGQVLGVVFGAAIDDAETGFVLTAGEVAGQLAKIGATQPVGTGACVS
FBA Mtb inh = Mtb FBA enzyme inhibitors, primary screen, biochemical, fluorescence, strain H37Rv | purified M. tuberculosis FBA, fluorescence read-out | inhibition, % at 1 µM | 2.3% of 360,000 active; in the data active = inhibition above about 27%;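 note: 0% = vehicle and 100% = reference inhibitor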
Target sequence (P9WQA3 whole entry, looked up): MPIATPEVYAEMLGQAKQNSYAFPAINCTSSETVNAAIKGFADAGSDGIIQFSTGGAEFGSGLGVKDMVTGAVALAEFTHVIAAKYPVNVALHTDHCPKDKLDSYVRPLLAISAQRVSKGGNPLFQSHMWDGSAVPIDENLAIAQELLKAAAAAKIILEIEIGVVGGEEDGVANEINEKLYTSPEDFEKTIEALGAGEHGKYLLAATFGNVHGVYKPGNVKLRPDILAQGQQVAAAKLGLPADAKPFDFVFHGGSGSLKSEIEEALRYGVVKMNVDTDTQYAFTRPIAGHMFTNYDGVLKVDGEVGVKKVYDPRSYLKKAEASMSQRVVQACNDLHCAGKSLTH
CCHFV vOTU inh = CCHFV vOTU protease inhibitors, primary screen, biochemical, Pep-AMC substrate, fluorescence; Crimean-Congo hemorrhagic fever virus L polyprotein viral ovarian tumor (vOTU) protease …; inhibition, % at 11.5 µM; 0.55% of 370,000 active; AID 651958, 2012; note: 0% = vehicle wells with enzyme and 100% = no enzyme wells
FadD28 binding = inhibitors of FadD28 bisubstrate probe binding, primary screen, biochemical, fluorescence polarization, single point. 0.22% of 360,000 active. inhibition, % at 12.5 µM. Mycobacterium tuberculosis FadD28 fatty-acid-AMP ligase. AID 588549, 2011; in the data active = inhibition above about 8.5%, passing the limit was not always enough; inconclusive = no clear call, values can overlap the other calls
BoNT-F LC inh = BoNT/F light chain protease inhibitors, primary screen, biochemical, flow cytometry, MLPCN library; Botulinum neurotoxin type F light chain protease (Clostridium botulinum); Multiplex microsphere protease cleavage assay; inhibition, % at 10 µM; 0.22% of 360,000 active; in the data active = inhibition above about 35%, passing the limit was not always enough; inconclusive = no clear call, values can overlap the other calls; note: plate controls were buffer without enzyme for full effect and enzyme alone for no effect
GDH-TPI inh = GDH-TPI coupling enzyme inhibitors, primary screen, artefact control for M. tuberculosis FBA inhibitor project, biochemical, absorbance, full deck. GDH-TPI coupled enzyme counterscreen, NADH absorbance. 1.2% of 360,000 active. inhibition, % at 4.8 µM;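 note: 0% = DMSO wells and 100% = wells lacking the enzyme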
MazEF act = activators of E. coli MazEF toxin-antitoxin RNase, primary screen, biochemical, fluorescence, uHTS; activation, % at 20 µM; Endoribonuclease toxin MazF (Escherichia coli (strain K12)), P0AE70; 0.32% of 350,000 active; FAM/BHQ RNA-DNA oligo cleavage fluorescence, 5 h; in the data active = activation above about 50%
Target sequence (P0AE70 whole entry, looked up): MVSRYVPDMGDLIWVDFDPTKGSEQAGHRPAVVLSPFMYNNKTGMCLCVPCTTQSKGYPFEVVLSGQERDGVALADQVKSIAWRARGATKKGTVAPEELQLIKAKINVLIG
VHR inh abs = VHR1 phosphatase inhibitors, primary screen, biochemical, absorbance, uHTS; inhibition, % at 13.3 µM; AID 1654, 2009; recombinant VHR phosphatase, pNPP absorbance; 0.52% of 290,000 active; in the data active = inhibition above about 50%; note: some compounds called inactive have numbers as strong as hits
Target sequence (P51452 whole entry, looked up): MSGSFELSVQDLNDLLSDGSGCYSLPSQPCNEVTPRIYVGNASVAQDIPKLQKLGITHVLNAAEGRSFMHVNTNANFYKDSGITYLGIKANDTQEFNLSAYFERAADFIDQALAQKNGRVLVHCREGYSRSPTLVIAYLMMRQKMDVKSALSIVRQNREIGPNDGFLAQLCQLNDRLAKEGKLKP
Mtb BioA inh = M. tuberculosis BioA enzyme inhibitors, primary screen, biochemical, plate reader, single point, HTS; 7,8-diaminopelargonic acid synthase BioA (Mycobacterium tuberculosis); purified M. tuberculosis BioA enzyme; inhibition, % at 9.99 µM; 0.096% of 360,000 active; AID 602481, 2012; in the data active = inhibition above about 40%; inconclusive = no clear call, values can overlap the other calls
* hit, by the source's call; ? = inconclusive; . = no result given; + = active, no number. Cut-off read from the data, not from the text of the source, unless noted: active = inhibition above about 30%; inactive = the rest. Compounds as they come, and some 4.9% of all compounds hit somewhere here.

SMILES	UGM FP inh	Rv3671c protease	FBA Mtb inh	CCHFV vOTU inh	FadD28 binding	BoNT-F LC inh	GDH-TPI inh	MazEF act	VHR inh abs	Mtb BioA inh
O=CN1CCN(C(=O)c2ccc3c(c2)OCO3)CC1	1.2	.	-2	-3	-0.4	-7	0	2	26	-1.3
NC(=O)Cn1c(=O)n(CCc2ccccc2)c(=O)c2c3c(sc21)CCCC3	-1.1	-3	3	-1	-2.5	-5	11	-2	20	-1.8
CCOc1ccc(C(=O)N[C@H](C(=O)Nc2ccccc2OC)C(C)C)cc1	1.2	-6	-1	-4	-0.1	2	-3	9	7	-0.6
Cc1ncsc1CCOC(=O)c1ccccc1	2.7	2	-1	-17	-0.5	-4	9	4	9	.
O=C(O)Cn1nnnc1-c1ccc(F)cc1	-0.4	-3	1	.	0.2	4	6	1	-14	.
Cc1ccc(-c2n[nH]c(=S)n2/N=C/c2c(C)nn(-c3ccccc3)c2C)cc1	-0.8	4	0	-4	0.4	-10	3	-14	13	.
COc1cccc(/C=N/NC(=O)c2ccc(N3CCCC3=O)cc2)c1	-1.0	11	-1	3	-2.7	-1	14	7	-29	-1.9
O=c1c(Cl)c(Nc2cccc(Cl)c2)cnn1-c1nc2ccccc2s1	0.8	-5	4	13	-0.1	22	11	3	-4	.
Cc1[nH]c2ccc(Br)cc2c(=O)c1CN1CCOCC1	1.7	4	4	17	-0.5	-4	14	1	17	3.1
CCOc1ccc(-n2c(SCc3cc(=O)oc4cc(C)ccc34)nnc2-c2cccnc2)cc1	0.0	-3	4	-7	-3.4	14	0	1	4	19
N/C(=N\OC(=O)CC1CCCCC1)c1ccccn1	-0.8	3	3	-18	-1.9	-9	10	2	27	-0.5
O=C(NN1C(=O)/C(=C/c2ccc(O)c([N+](=O)[O-])c2)SC1=S)c1ccccc1Cl	1.5	-10	-21	13	21*	0	5	-32	15	.
O=C(O)c1ccc(-n2cncn2)c([N+](=O)[O-])c1	-0.5	4	3	-7	-0.4	-1	-2	-17	31	-0.7
Cn1c(CNC(=O)c2ccco2)nnc1SCC(=O)Nc1c(F)cc(F)cc1Br	-2.4	3	2	0	-1.9	4	-4	-16	22	.
CCOc1ccc(NS(=O)(=O)c2ccc(NC(=O)c3ccccc3C(=O)O)cc2)cc1	0.2	-5	0	-11	-4.1	4	-1	5	.	.
COC(=O)C1=C(C)N(Cc2ccccc2)C(=NCCc2ccccn2)N[C@H]1c1cccc(C(F)(F)F)c1	-3.9	1	0	11	-5.1	-3	0	14	.	1.9
Cc1nc(Nc2ccc(S(=O)(=O)N3CCCCC3C)cc2)c2nnn(Cc3ccccc3)c2n1 (stereo not drawn)	0.8	-21	3	-17	0.1	1	12	-40	-10	.
COCCn1c(-c2ccc(OC)cc2)cnc1SCC(=O)Nc1cc(C)on1	-1.4	-1	-5	-1	-1.6	-1	2	7	10	0.9
O=C(NCc1nc2ccccc2[nH]1)C1=C[C@@H](c2csc3ccccc23)C[C@@H](OCCCCO)O1	0.3	-30	-1	-2	-5.8	0	4	-9	18	-1.3
Cc1c(NC(=O)Nc2ccc(Cl)c(Cl)c2)sc(=S)n1C	-1.8	9	0	3	-2.0	2	12	7	.	.
Oc1cccc(C(=S)N2CCC(Cc3ccccc3)CC2)c1	1.2	-4	-1	-5	-0.4	5	-4	-2	-1	0.5
CCOC(=O)c1ccc(NC(=S)Nc2ccccc2)cc1	3.2	3	-11	-5	-2.1	4	3	0	-4	.
COC1=CC23CCCN2CCc2cc4c(cc2C3C1O)OCO4 (stereo not drawn)	.	.	1	-6	-2.0	-4	-1	.	.	-1.1
CC(C)(C)CC(=O)Nc1ccc(-c2cn3cccnc3n2)cc1	-0.4	8	+	-380	-0.5	4	15	-12	-28	-1.2
CCOc1ccc(N(CC(=O)Nc2cc(C)cc(C)c2)S(C)(=O)=O)cc1	-1.3	2	2	9	1.1	21	-11	2	27	2.7

New compounds follow
SMILES	UGM FP inh	Rv3671c protease	FBA Mtb inh	CCHFV vOTU inh	FadD28 binding	BoNT-F LC inh	GDH-TPI inh	MazEF act	VHR inh abs	Mtb BioA inh
CCNC(=O)C1(C)CCCN(C(=O)c2nc(C)oc2C)C1 (stereo not drawn)	.	.	1	2	0.2	-2	2	.	.	0.6
O=C(CSc1ccc2ccccc2n1)NC1CC1	-0.8	4	5	4	0.4	-3	9	1	.	-1.6
CN(C)c1ccc(NC(=O)Nc2cccc3ccccc23)cc1	6.7	2	7	6	-2.5	-29	11	1	23	-1.6
COc1ccc(S(=O)(=O)c2nnn(-c3cccc(Cl)c3)c2N)cc1	-1.2	-3	-1	9	0.0	-7	6	-1	11	.
Cc1cc(N2CC(C)OC(C)C2)nc2ccccc12 (stereo not drawn)	-2.0	-6	18	-3	-2.4	-6	4	6	-17	2.0
Cc1[nH]c2ccc(C(=O)NC3CCC(C)CC3)cc2c1C (stereo not drawn)	-0.4	-7	3	20	-0.7	3	7	-24	7	-0.9
COc1cc(C)ccc1OCCCON1C(=O)CCC1=O	4.0	6	-1	1	-1.3	1	-2	-11	12	-0.4
Cn1cnc([N+](=O)[O-])c1Nc1cccc(O)c1	1.0	5	0	-7	-0.6	-2	12	0	-5	9.1
Cc1cccc(C)c1OCc1n[nH]c(=S)n1-c1ccccc1	1.5	-1	1	7	-0.5	6	2	4	2	0.4
COC(=O)c1cc2oc(C)cc2n1CC(=O)N1CCCc2ccccc21	0.6	-6	-1	2	-2.2	-2	11	6	10	2.2
CCOc1ccc(NC(=O)COc2cccc3cccnc23)cc1S(=O)(=O)N1CCCC1	.	.	3	3	-2.8	-9	0	4	.	-1.0
Cc1nc2nc(COc3ccccc3)nn2c(C)c1Cl	1.2	2	39*	6	0.1	3	5	4	8	-0.7
OCC[C@H]1C[C@@H](O)[C@H](O)[C@@]2(Cc3ccccc3CO2)O1	0.6	8	-1	1	-2.4	-4	-4	9	.	0.5
Cc1ccc(-c2nn3c(C)nnc3s2)cc1NC(=O)c1ccc(Br)o1	0.9	-9	-1	3	-3.1	-6	-2	5	25	-1.0
COC(=O)c1nc2n(n1)C(c1ccc([N+](=O)[O-])cc1)C(C(=O)Nc1ccc(Cl)cc1)=C(C)N2 (stereo not drawn)	-0.3	-3	-2	-10	-0.8	-8	10	3	43	.
O=C(/C=C/c1cccs1)c1cc(Br)ccc1OC(=O)N1CCOCC1	-1.9	0	1	12	-0.9	-15	21	-1	0	-1.3
O=C(NC(=O)c1c(F)cccc1F)Nc1cccc(Oc2ncc(Cl)cn2)c1	.	.	-1	-5	-1.8	-6	0	-18	.	.
Cc1cc(C(=O)NNC(=O)[C@H](C)NC(=O)c2ccc(Br)cc2)c(C)o1	-0.2	0	4	-5	-0.8	-10	4	6	.	-0.1
O=C(O)C1CCC(CN(Cc2cccc(Br)c2)C(=S)Nc2ccccc2F)CC1 (stereo not drawn)	0.4	7	1	7	-0.4	-8	0	3	21	1.8
Cc1ccc(S(=O)(=O)N(C)CC(=O)N2CCCCCCC2)cc1	-1.8	-1	-1	-9	-2.8	-2	0	3	.	-1.2
Cc1ccc([N+](=O)[O-])cc1S(=O)(=O)Nc1ccc(O)c(Sc2ncn[nH]2)c1	1.5	2	2	-8	-3.6	-9	-4	12	28	-0.1
CC(=O)Oc1ccc(/C=C(\NC(=O)c2ccco2)C(=O)NCc2ccccc2)cc1	-0.2	1	4	6	-0.1	-29	0	1	7	-1.9
CCOC(=O)c1ccc(NC(=S)N2CCN(c3ccc(N4CCOCC4)nn3)CC2)cc1	0.2	-7	10	-21	-2.5	-4	0	7	-8	.
O=c1c(N=Nc2ccc(O)cc2)c(-c2ccccc2)[nH]n1-c1ccc([N+](=O)[O-])cc1	1.7	17	-2	13	-4.8	-20	-13	3	-2	.
CCOC(=O)C1=C(Nc2ccccc2)CC(C)(O)C(C(=O)OCC)C1c1ccccc1 (stereo not drawn)	-3.4	-5	0	-12	-2.8	-2	-8	-4	8	-0.3

Looked up above:
For BoNT-F LC inh, Cc1ccc(-c2nn3c(C)nnc3s2)cc1NC(=O)c1ccc(Br)o1 has the entry -6
For FBA Mtb inh, CN(C)c1ccc(NC(=O)Nc2cccc3ccccc23)cc1 has the entry 7

Record cards, as listed above:
`CCOc1ccc(NC(=O)COc2cccc3cccnc23)cc1S(=O)(=O)N1CCCC1` in the list: UGM FP inh: .; Rv3671c protease: .; FBA Mtb inh: 3; CCHFV vOTU inh: 3; FadD28 binding: -2.8; BoNT-F LC inh: -9; GDH-TPI inh: 0; MazEF act: 4; VHR inh abs: .; Mtb BioA inh: -1.0
`CCNC(=O)C1(C)CCCN(C(=O)c2nc(C)oc2C)C1` (stereo not drawn) in the list: UGM FP inh: .; Rv3671c protease: .; FBA Mtb inh: 1; CCHFV vOTU inh: 2; FadD28 binding: 0.2; BoNT-F LC inh: -2; GDH-TPI inh: 2; MazEF act: .; VHR inh abs: .; Mtb BioA inh: 0.6

Retrieved by compound from the entries so far, 2 records:
SMILES	UGM FP inh	Rv3671c protease	FBA Mtb inh	CCHFV vOTU inh	FadD28 binding	BoNT-F LC inh	GDH-TPI inh	MazEF act	VHR inh abs	Mtb BioA inh
Cc1c(NC(=O)Nc2ccc(Cl)c(Cl)c2)sc(=S)n1C	-1.8	9	0	3	-2.0	2	12	7	.	.
O=C(NN1C(=O)/C(=C/c2ccc(O)c([N+](=O)[O-])c2)SC1=S)c1ccccc1Cl	1.5	-10	-21	13	21*	0	5	-32	15	.

In another format: results already given
smiles,UGM FP inh,Rv3671c protease,FBA Mtb inh,CCHFV vOTU inh,FadD28 binding,BoNT-F LC inh,GDH-TPI inh,MazEF act,VHR inh abs,Mtb BioA inh
OCC[C@H]1C[C@@H](O)[C@H](O)[C@@]2(Cc3ccccc3CO2)O1,0.6,8,-1,1,-2.4,-4,-4,9,.,0.5
Cc1ccc(-c2nn3c(C)nnc3s2)cc1NC(=O)c1ccc(Br)o1,0.9,-9,-1,3,-3.1,-6,-2,5,25,-1.0

More compounds:
SMILES	UGM FP inh	Rv3671c protease	FBA Mtb inh	CCHFV vOTU inh	FadD28 binding	BoNT-F LC inh	GDH-TPI inh	MazEF act	VHR inh abs	Mtb BioA inh
COC(=O)C1C(c2ccccc2)C(C(=O)N2CCN(C)CC2)C1c1ccccc1 (stereo not drawn)	-0.2	-9	2	8	-1.2	-10	10	3	40	-1.3
O=C(OCc1ccc(COC(=O)c2ccccn2)cc1)c1ccccn1	1.1	6	1	8	-2.6	-6	10	6	26	2.7
CCCCn1c(O)c(N=Nc2ccccn2)c2ccccc21	3.1	-2	5	4	-3.5	0	4	8	3	.
CCn1c(SCC(=O)Nc2cc(C)nn2-c2ccccc2)nnc1-c1cccs1	0.3	-1	3	-6	-0.1	?	-1	9	-23	.
O=C(O)c1ccc(C[n+]2c(-c3ccccc3)csc2Nc2ccccc2)cc1	-5.2	1	-2	-7	0.1	1	6	2	-2	.
O=C(N/N=C/c1ccccc1F)c1cccc2ccccc12	-0.1	4	1	-3	-1.0	17	9	-1	18	-1.1
